# IP6K1 inhibitor: Primary qHTS assay for small molecule inhibitors of Inositol hexaphosphate kinase 1 (IP6K1); Inositol hexakisphosphate kinase 1 (Homo sapiens), Q92551; IP6K1 kinase, ADP-Glo luminescence, 2 h; stronger effect = lower value; activity change, % (series mostly up to about 58 µM); hit rate 0.81% among 140,000; AID 1645851, 2021; in the data active means activity change below about -25%
# Target sequence (Q92551 whole entry, looked up): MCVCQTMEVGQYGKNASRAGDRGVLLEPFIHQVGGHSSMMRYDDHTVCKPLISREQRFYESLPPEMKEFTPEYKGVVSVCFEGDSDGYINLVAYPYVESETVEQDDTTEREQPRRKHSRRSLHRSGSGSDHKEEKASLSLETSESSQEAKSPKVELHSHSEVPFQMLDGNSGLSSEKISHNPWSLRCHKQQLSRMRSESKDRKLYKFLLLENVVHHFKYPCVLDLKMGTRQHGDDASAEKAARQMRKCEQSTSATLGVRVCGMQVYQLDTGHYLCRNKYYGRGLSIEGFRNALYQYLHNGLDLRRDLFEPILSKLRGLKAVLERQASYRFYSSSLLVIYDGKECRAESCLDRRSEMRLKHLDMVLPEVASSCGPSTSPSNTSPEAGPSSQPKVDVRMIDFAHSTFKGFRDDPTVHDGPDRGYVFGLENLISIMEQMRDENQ
#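 ADP-Glo luminescence measures ADP made by human IP6K1 during a 2 h RT reaction with ATP/IP6 (mix at 1.3 mM/130 uM); top library doses 57.5 and 19.1 uM final.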
# HEK293 tox: Cytotoxic Profiling in HEK 293 Cell Line of Diverse Libraries Using Quantitative High-Throughput Screening; HEK 293 viability, ATP luminescence (CellTiter-Glo), 48-72 h; Potency, µM (highest dose often 115 µM), without a hit: top-dose activity change, negative = cytotoxicity, usual class: inhibitors; hit rate 6.6% among 94,000; AID 1345083, 2018; further: potency means the concentration at half of the fitted maximal effect; nearly all actives have a fitted effect of over 60% in size
#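 Cells seeded first (HEK 293, 250 cells/well), then compound added by pintool. Incubation ran 48 or 72 hr at 37 degree Celsius. CellTiter-Glo was added and luminescence imaged after 10 min at room temperature.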
# SNCA viab count: GF-AFC viability counterscreen for inhibitors of alpha-synuclein gene (SNCA) expression. HEK-293-SNCA-luc viability, GF-AFC fluorescence, 24 h. Potency, µM (doses to about 57.1 µM), for the others: top-dose activity change, negative = cytotoxicity, actives largely listed as cytotoxic. hit rate 0.12% among 150,000. AID 1671193, 2021;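 further: potency means the concentration at half of the fitted maximal effect; 0% = DMSO-treated cells and -100% = medium-only wells without cells; nearly all actives have a fitted effect of over 30% in size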
#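 Cytotoxicity counterscreen: after 24 h compound treatment of genome-edited SNCA-luciferase HEK-293 cells, live-cell protease substrate GF-AFC read by fluorescence after 30 min; activity scaled between DMSO (0%) and medium-only (-100%), curves Hill-fitted.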
# SNCA expr inh: Primary qHTS assay for inhibitors of alpha-synuclein gene (SNCA) expression; HEK-293 SNCA-luciferase knock-in, luminescence, 24 h; Potency, µM (series often up to 57.2 µM), for the others: at the highest dose activity change, negative = inhibition, usual class: inhibitors; hit rate 0.17% among 140,000; AID 1671194, 2021;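 further: potency means the concentration at half of the fitted maximal effect; plate controls were DMSO cells for no effect and cell-free wells for full effect; nearly all actives have a fitted effect of over 45% in size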
# 3T3 cytotox: Cytotoxic Profiling in NIH 3T3 Cell Line of Diverse Libraries Using Quantitative High-Throughput Screening. NIH 3T3 viability, CellTiter-Glo ATP luminescence, 48-72 h. Potency, µM (doses to about 96.7 µM), for the others: at the top dose activity change, negative = cytotoxicity, actives largely listed as inhibitors. hit rate 4.3% among 94,000. AID 1345082, 2018; further: potency means the concentration at half of the fitted maximal effect; nearly all actives have a fitted effect of over 55% in size
#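 Luminescent ATP readout (CellTiter-Glo, 10 min RT) after 48 or 72 hr compound exposure of NIH 3T3 cells seeded at 400 cells/well in 1536-well format; quantitative HTS.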
# GPT2 inh: Primary qHTS assay for inhibitors of Glutamate pyruvate transaminase 2 (GPT2); AID 1671188, 2021; hit rate 0.25% among 100,000; Alanine aminotransferase 2 (Homo sapiens), Q8TD30; Potency, µM (series often up to 57.7 µM), for the others: at the top dose activity change, negative = inhibition, most hits filed as inhibitors; Recombinant GPT2, coupled pyruvate oxidase/HRP Amplex Red fluorescence; further: potency means the concentration at half of the fitted maximal effect; nearly all actives have a fitted effect of over 60% in size; many of its hits are not listed in these tables
#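 Fluorescence of coupled pyruvate oxidase/HRP/Amplex Red system (50uM Amplex, 30 min, dark) reports pyruvate formed by GPT2. Enzyme reaction: 10ng/uL GPT2, 2mM L-alanine, 250uM a-KG, 30 min room temperature, pH 7.5; 50uM AOA control.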
# FLuc inh: Firefly luciferase inhibition profiling of diverse chemical library using quantitative high-throughput screening; Luciferin 4-monooxygenase (Photinus pyralis), P08659; purified P. pyralis luciferase, luminescence, biochemical; Potency, µM (titrated, usually from 115 µM), inactives show at the top dose activity change, negative = inhibition, hits mostly inhibitors; hit rate 2.5% among 76,000; further: potency means the concentration at half of the fitted maximal effect; nearly all actives have a fitted effect of over 65% in size
# Target sequence (P08659 whole entry, looked up): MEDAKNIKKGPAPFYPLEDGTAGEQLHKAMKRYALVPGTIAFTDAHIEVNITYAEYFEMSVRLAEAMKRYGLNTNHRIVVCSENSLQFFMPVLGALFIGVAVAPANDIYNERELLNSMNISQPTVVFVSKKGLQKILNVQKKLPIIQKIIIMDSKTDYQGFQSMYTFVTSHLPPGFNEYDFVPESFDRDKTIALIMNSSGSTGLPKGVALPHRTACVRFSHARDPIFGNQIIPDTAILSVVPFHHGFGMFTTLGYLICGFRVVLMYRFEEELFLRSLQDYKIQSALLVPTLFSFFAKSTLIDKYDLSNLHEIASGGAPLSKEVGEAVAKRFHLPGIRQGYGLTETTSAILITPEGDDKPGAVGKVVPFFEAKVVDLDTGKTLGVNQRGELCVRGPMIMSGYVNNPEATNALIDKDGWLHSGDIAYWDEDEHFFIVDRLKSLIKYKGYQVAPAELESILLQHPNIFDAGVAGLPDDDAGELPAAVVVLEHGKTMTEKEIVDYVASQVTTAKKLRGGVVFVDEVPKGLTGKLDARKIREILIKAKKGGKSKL
#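 Luminescence read by CCD imager after adding enzyme (10nM final) to wells holding compound, titrated in qHTS. Substrates 10uM each D-luciferin and ATP; buffer 50mM Tris acetate pH 7.5, 10mM Mg acetate, Tween-20, BSA.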
# * hit, by the source's call; i = inactive; ? = inconclusive; . = not tested or not shown; [ ] = another dose, or the depositor's remark. Unless noted, the call rests on the fitted dose curve; in most records, active means well fitted curve in the direction sought with a large enough effect; inconclusive means small, poorly fitted or top-dose-only effect, or another doubt; inactive means no such curve, though single readings can be large; an effect the other way counts as inactive or inconclusive. Unless noted, on the % scale 0 is the no-effect control and ±100 the full control effect.
SMILES,IP6K1 inhibitor,HEK293 tox,SNCA viab count,SNCA expr inh,3T3 cytotox,GPT2 inh,FLuc inh
Cc1ccccc1[S+](=O)([O-])N1CCC2(CC1)OCCN(Cc1ccccc1)C2=O,-2.6,?,-4.5%[87.6 µM],-3.1%[87.6 µM],?,i,11.3%[172 µM]
CC(C)CCN1CC(Oc2cccc(C(=O)N3CCOCC3)c2)C1,-6.9,2.8%,-3.5%,-9.1%,-4.2%,4.3%,-2.7%
Cc1ccc(CNc2nc3ccccc3n3cnnc23)cc1,10.2,.,5.8%,4.2%,.,.,.
Cn1ccnc1C(=O)N1CCCN(S(=O)(=O)c2ccccc2)CCC(=O)NCC1,3.2,-1.1%,2.2%,10.3%,-13.1%,i,-12.2%
O=C(C1CCCN(Cc2cccc(-c3ccsc3)c2)C1)N1CCC(Cc2ccccc2)CC1 (centres undefined),-5.0,39.8µM*,-57.5%,?,?,-3.7%,.
CC(C)c1ccccc1NC(=O)CN(c1ccccc1)S(=O)(=O)N(C)C,0.7,.,19.4%,-3.9%,.,.,.
O=C(c1ccc2[nH]ccc2c1)N1CCC2(CC1)N=C(c1cccc(Br)c1)NO2,0.0,?,-8.9%,-29.8%,?,i,54.7%
O=C(Nc1cccnc1Cl)c1cc(-c2ccc(Cl)cc2)on1,-1.4,.,?,-1.1%,.,.,.
O=C(NC1CCN(C(=O)c2ccc(-c3cccs3)cc2)CC1)C1CC1,-1.8,?,4.6%[12.5 µM],11.7%,?,i,.
N#Cc1ccc(C(=O)N2CCCCCCNC(=O)[C@@H]3CCCC[C@@H]32)cc1,-6.9,-15.2%,1.1%,17.1%,-12.7%,i,3.3%
CCOc1ccc(CCNC(=O)c2ccc(-c3nc(COc4ccc(C)cc4)c(C)o3)cc2)cc1,-1.2,.,6.6%,-2.1%,.,.,.
Cc1ccc(NC(=O)c2ccc3c(c2)N(C)C2CCCCN2C3=O)cc1Cl (centres undefined),5.3,?,9.7%[12.5 µM],25.6%,-18.3%,-2.4%,?
O=C(NC1CCN(c2cc(-c3cccs3)[nH]n2)CC1)c1cccc(F)c1,37.5,?,11.9%,29.2%,?,-23.9%,-6.8%
Cc1noc2ncnc(N3CCN(c4ccccc4F)CC3)c12,7.5,.,-7.3%,?,.,.,.
O=S(=O)(c1ccccc1)n1nc(-c2ccc(Cl)cc2)nc1NCc1ccc(F)cc1,-15.8,.,26.3%,0.0%,.,.,.
COc1ccc(-c2noc([C@H](C)O)c2C(=O)NC2CC2)cc1,3.7,-20.3%[172 µM],6.1%[87.6 µM],-1.4%[87.6 µM],-2.6%[174 µM],i,5.0%[172 µM]
O=C(NC1CC1)[C@@H]1C[C@H](Oc2cccnc2)CN1C(=O)CCCc1c[nH]c2ccccc12,11.7,-0.7%,0.1%,1.0%,-6.3%,i,3.6%
COc1ccc(NC(=O)C2CC(=O)N(c3n[nH]c4ccccc34)C2)cn1 (centres undefined),17.3,3.9%,0.6%,-0.1%,-23.4%,i,-9.6%
CCC1CN(CC(=O)NCc2cccc(Br)c2)c2ccccc2S1 (centres undefined),35.9,.,1.9%,17.5%,.,.,.
Cc1nn(C)c2nc(N3CCCCC3CN3CCOCC3)sc12 (centres undefined),-3.0,-12.9%,1.1%,-6.9%,-27.3%,0.0%,8.2%
C=CCN1CCN(C(=O)c2ccc3c(c2)C(O)CCCCCN3CCOC)CC1 (centres undefined),8.9,?,-9.6%,-32.0%,-25.1%,i,3.4%
Cc1ccc(CN(C)Cc2cccc(C(F)(F)F)c2)cc1,23.9,-0.8%[172 µM],7.6%[87.6 µM],38.8%[activator][87.6 µM],-17.7%[138 µM],0.0%[88.5 µM],-1.4%[172 µM]
Cc1cccc(NC(=O)N2CC(Oc3ccc(-c4nc(-c5ccccc5)no4)cc3)C2)c1,-3.9,?,-11.0%,14.5%,?,i,?
CCn1c(SCC(=O)c2ccc([N+](=O)[O-])cc2)nnc1-c1ccc(Cl)cc1,2.9,.,5.6%,0.1%,.,.,.
NC(=O)C1(N2CCCCC2)CCN(c2ncncc2-c2nc(-c3ccccc3)no2)CC1,0.6,1.8%,-13.4%,32.1%[activator],2.0%,i,-5.2%

# The results go on:
SMILES,IP6K1 inhibitor,HEK293 tox,SNCA viab count,SNCA expr inh,3T3 cytotox,GPT2 inh,FLuc inh
O=C(CSc1nc2cc3ccccc3cc2[nH]1)Nc1ccc(F)cc1,-21.1,.,-10.3%,12.3%,.,.,.
CC1CCc2c(sc3nnn(Cc4ccc(F)cc4)c(=O)c23)C1 (centres undefined),-1.1,.,3.7%,6.0%,.,.,.
O=C(NCc1cccc(Br)c1)c1noc(-c2ccc(F)cc2)n1,16.1,25.1µM*,-12.9%,-20.3%,31.6µM*,4.5%,?
Cn1nc(C(=O)N2CCC3(CCCNC3)C2)c2ccccc21 (centres undefined),3.5,-23.0%,-27.0%,?,3.2%,-9.6%,-1.2%
CN(C)C[C@@H]1CN(c2ccccn2)C[C@H]1NC(=O)CCn1cccn1,17.9,-1.9%,12.5%,-3.9%,-3.2%,-12.6%,4.6%
CC1=C[C@@H](CNCc2ccncc2)[C@H](C(C)C)C[C@H]1Cc1nnc(-c2ccc(N(C)C)cc2)o1,-6.3,?,-21.0%,-6.7%,?,1.8%,9.4%
O=C(c1nc2cccnc2n(CCc2ccccc2)c1=O)N1CCN([S+](=O)([O-])c2cccs2)CC1,5.6,?,5.6%,-12.8%,?,i,.
CCC(=O)N1CCc2cc(S(=O)(=O)NC(C(=O)NCCc3ccc(OC)c(OC)c3)C(C)C)ccc21 (centres undefined),3.9,.,-0.6%,-6.9%,.,.,.
Cc1ccsc1CN(C(=O)COc1ccc(Cl)cc1)C1CCS(=O)(=O)C1 (centres undefined),0.1,.,-13.0%,-8.4%,.,.,.
Cc1ccc(CN2C(=O)NC3(CCN(C(=O)c4ccsc4)CC3)C2=O)cc1,7.9,?,-3.6%,-2.3%,?,i,15.5%
O=C(c1c2ccccc2cc2ccccc12)N1CCC(N2CCC[C@@H](C(=O)N3CCOCC3)C2)CC1,6.9,.,11.0%,.,.,0.6%,.
O=C(CSc1cn(CC(=O)N2CCCCCC2)c2ccccc12)Nc1ccccc1F,-2.5,.,?,1.8%,.,.,.
Cc1cccc(NC(=O)N2CCC3(CC2)CC(N(C)Cc2ccccc2)CCO3)c1 (centres undefined),8.5,-2.4%,-9.5%,42.3%[activator],-11.6%,-5.1%,-26.4%
COc1ccc(CNC(=O)c2noc(-c3ccc(F)cc3)n2)cc1OC,6.5,?,2.7%,1.0%,-21.8%,i,-6.4%
O=C(NCc1ccccc1)NC[C@H]1Cn2c(-c3ccc(Cl)cc3)cnc2CO1,-14.4,-20.5%[172 µM],-2.3%[87.6 µM],35.2%[activator][87.6 µM],?,i,-21.9%[172 µM]
COc1ccc([C@@H]2CN(C(=O)CCc3ccsc3)C[C@H]2N(C)C)cc1,24.0,3.6%,-12.9%,-7.4%,-3.7%,-11.4%[11.5 µM],6.0%
COc1ccc(-c2cc(C[C@@H]3CC[C@H](O)[C@@H](CNCc4cccc(Cl)c4)O3)no2)cc1,-0.9,28.2µM*,-3.7%,4.9%,?,?,50.1µM*
CN1CCC(C(=O)N2Cc3ccccc3CC3(CCCCN3CC3CCNCC3)C2)CC1 (centres undefined),-2.7,-10.7%,0.0%,0.2%,-11.2%,i,.
COCc1nc(C2CCNC2)no1 (centres undefined),-8.5,-1.5%,?,-13.5%,3.7%,2.2%,-9.6%
COc1ccccc1Nc1nc2ccc(Cl)cc2nc1-n1nc(C)cc1C,1.6,.,14.7%,29.3%,.,.,.
Cc1nc(N2CCN(C(=O)c3ccc(F)c(Cl)c3)CC2)cc(C(F)(F)F)n1,-0.2,?,-12.6%,-31.2%,-21.6%,-6.1%,3.2%
Cc1nn(-c2ccccc2)c(C)c1[C@@H]1C=C[C@@H](NC(=O)c2ccc(N(C)C)cc2)C1,10.5,70.8µM*,-15.4%[87.6 µM],29.7%[87.6 µM],?,3.7%[88.5 µM],?
COCCCNC(=O)c1ccc(Cn2c(=O)c3cccn3c3cccnc32)cc1,26.2,.,-28.7%,-15.2%,.,.,.
O=C(CSc1ncc2c(n1)-c1ccc(Cl)cc1N(Cc1ccccc1)S2(=O)=O)Nc1ccccc1C(F)(F)F,18.0,.,-2.7%,-25.4%,.,.,.
Cc1cc(NC(=O)c2cc3n(n2)CC(c2ccc4c(c2)OCO4)OC3)ccc1F (centres undefined),22.3,?,-6.1%,-18.2%,?,i,-8.6%

# Carrying on:
SMILES,IP6K1 inhibitor,HEK293 tox,SNCA viab count,SNCA expr inh,3T3 cytotox,GPT2 inh,FLuc inh
O=C(Nc1cccnc1)c1ccnc(-c2nnc3ccc(Nc4ccccc4)nn23)c1,-56.4*,?,-15.4%[87.6 µM],39.0%[activator][87.6 µM],?,i,-11.5%[172 µM]
Cc1ccc(-c2nc(C(=O)NCc3cccc(Br)c3)no2)cc1,-5.6,?,?,45.1%[activator],?,i,?
COc1ccc(CNC(=O)Cc2c[nH]c3ncc(-c4ccccc4)cc23)cc1OC,8.1,?,-22.6%[87.6 µM],-7.2%[87.6 µM],39.8µM*,?,?
CCc1ccc(-n2nc(C)c3c(C)cc(=O)n(CC(=O)N(CC)Cc4ccccc4)c32)cc1,32.9,.,1.5%,-1.9%,.,.,.
Cc1ccc(Nc2ccnc(N3CCCC(C(=O)NCC(F)(F)F)C3)n2)cc1 (centres undefined),-4.2,?,5.0%[12.5 µM],1.0%,35.5µM*,i,.
COCC(=O)N(C)C1CCCc2ccccc21 (centres undefined),-5.1,-21.6%[230 µM],8.1%[87.6 µM],-22.6%[87.6 µM],-14.7%[174 µM],4.3%[88.5 µM],-1.4%[230 µM]

# Four structures out of the list, arranged by molecular weight, high to low.
SMILES,IP6K1 inhibitor,HEK293 tox,SNCA viab count,SNCA expr inh,3T3 cytotox,GPT2 inh,FLuc inh
CCc1ccc(-n2nc(C)c3c(C)cc(=O)n(CC(=O)N(CC)Cc4ccccc4)c32)cc1,32.9,.,1.5%,-1.9%,.,.,.
COc1ccc(CNC(=O)Cc2c[nH]c3ncc(-c4ccccc4)cc23)cc1OC,8.1,?,-22.6%[87.6 µM],-7.2%[87.6 µM],39.8µM*,?,?
Cc1cc(NC(=O)c2cc3n(n2)CC(c2ccc4c(c2)OCO4)OC3)ccc1F (centres undefined),22.3,?,-6.1%,-18.2%,?,i,-8.6%
COCC(=O)N(C)C1CCCc2ccccc21 (centres undefined),-5.1,-21.6%[230 µM],8.1%[87.6 µM],-22.6%[87.6 µM],-14.7%[174 µM],4.3%[88.5 µM],-1.4%[230 µM]
